# High-throughput results (PubChem BioAssay)
# ELG1 genotox – qHTS screen for small molecules that induce genotoxicity in human embryonic kidney (HEK293T) cells expressing luciferase-tagged ELG1; HEK293T ELG1-luciferase reporter, luminescence, 16 h; Potency, µM (series often up to 46 µM), inactives show top-dose activity change, positive = activation, usual class: activators; 1.3% of 330,000 active; AID 504466, 2011; note: potency is the fitted concentration of half-maximal effect; % of control where 0% means no effect; nearly all actives have a fitted effect of over 60% in size
#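 ELG1-luciferase HEK293T cells, 2,000/well; compound pinned in; 16 hr, 37 °C, 5% CO2; ONE-Glo, 30 min RT; luminescence on CCD imager.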
# p53 reactivator – qHTS assay for re-activators of p53 using a Luc reporter | Potency, µM (titrated, usually from 92.2 µM), without a hit: at the highest dose activity change, positive = activation, most hits filed as activators | 0.063% of 320,000 active | H1299 p53-A138V BP100-luciferase reporter, luminescence, 24 h; note: potency is the fitted concentration of half-maximal effect; % of control where 0% means no effect; nearly all actives have a fitted effect of over 45% in size
#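 p53-null H1299 cells stably carrying temperature-sensitive p53-A138V and a BP100-luciferase reporter were pinned with compounds (4-point, 1:5 series) and held 24 hrs at 37 deg C. Luminescence was read 10 min after detection reagent.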
# USP2a inh – qHTS Assay for Inhibitors of Ubiquitin-specific Protease USP2a Using CHOP2 as the Reporter | Ubiquitin carboxyl-terminal hydrolase 2 (Homo sapiens), O75604 | USP2 core, Ub-CHOP2 coupled fluorogenic reporter, 485/531 | Potency, µM (highest dose often 38.3 µM), for the others: at the top dose activity change, negative = inhibition, actives largely listed as inhibitors | 0.01% of 330,000 active | AID 463254, 2010;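 note: potency is the fitted concentration of half-maximal effect; plate controls were DMSO wells for no effect and full inhibition by NEM control for full effect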
#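 USP2 core (10nM final) preincubated 30min RT with compound in 20mM Tris-HCl pH 8.0, 2mM CaCl2, 2mM beta-mercaptoethanol, 0.05% CHAPS; 25nM Ub-CHOP2 plus 25nM reporter substrate added, fluorescence (Ex485/Em531) read after 60min.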
# Eya2 inh – qHTS Assay for Inhibitors of the Phosphatase Activity of Eya2. Potency, µM (series often up to 76.9 µM), without a hit: top-dose activity, negative = inhibition, actives largely listed as inhibitors. recombinant Eya2, OMFP fluorescence dephosphorylation (OMFP is methylfluorescein phosphate). Protein phosphatase EYA2 (Homo sapiens), O00167. AID 488837, 2010. 0.006% of 330,000 active; note: potency is the fitted concentration of half-maximal effect; % is set by controls: 0 for no effect and ±100 for the full control effect
#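 Eya2 (0.2 uM) preincubated 10 min at ambient with compound, then OMFP substrate added at 50 uM; 10 min reaction in 50 mM HEPES pH 7.5, 50 mM NaCl, 5 uM MgCl2, 0.05% BSA, 1 mM DTT. Fluorescence read at Ex 485/Em 525 nm.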
# B2AR arrestin – qHTS assay of beta-arrestin-biased ligands of beta2-adrenergic receptor; Potency, µM (top dose mostly 46.1 µM), for inactives: at the top dose activation, hits mostly activators; Beta-2 adrenergic receptor (Homo sapiens), P07550; beta-arrestin recruitment to beta2AR, cell-based reporter; 0.02% of 330,000 active; AID 492947, 2010;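 note: potency is the fitted concentration of half-maximal effect; 0% = DMSO controls and full agonism = EC100 isoproterenol or metaproterenol; nearly all actives have a fitted effect of over 65% in size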
# S-ASM inh – Inhibitors of Secretory Acid Sphingomyelinase (S-ASM): qHTS; placental ASM, HMU-PC fluorogenic substrate, 60 min; Potency, µM (doses to about 57.5 µM), for inactives: at the top dose activity change, negative = inhibition, actives largely listed as inhibitors; 0.006% of 340,000 active; AID 504937, 2011; note: potency is the fitted concentration of half-maximal effect
#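 qHTS format. ASM enzyme prepared from human placenta hydrolyses the fluorogenic substrate HMU-PC0 (9 uM final) over 60 min at 37 °C after a 10 min compound preincubation.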
# uPA generation – qHTS for Inhibitors of Cell Surface uPA Generation. cell surface uPA generation assay, qHTS. 0.31% of 330,000 active. Potency, µM (titrated, usually from 38.3 µM), for the others: top-dose activity change, negative = inhibition, actives largely listed as inhibitors; active = well fitted inhibition curve with a large enough effect; inconclusive = small, poorly fitted or top-dose-only effect; inactive = no such curve, though single readings can be large or run the other way; tested in mouse RAW 264.7 cells; note: potency is the fitted concentration of half-maximal effect; % is set by controls: 0 for no effect and ±100 for the full control effect; nearly all actives have a fitted effect of over 55% in size
# BRCA1 expr act – qHTS Assay to Identify Small Molecule Activators of BRCA1 Expression; MCF7-BRCA1-FFLuc reporter, luminescence, 48 h; response scale: scaled: vehicle 0%, 10 µM genistein 100%; Potency, µM (titrated, usually from 46.1 µM), inactives show at the top dose activation, usual class: activators; 1.1% of 380,000 active; AID 624202, 2012; note: potency is the fitted concentration of half-maximal effect; nearly all actives have a fitted effect of over 80% in size; some results filed as inactive show a strong effect at the top dose
#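 Quantitative HTS in MCF7 cells stably reporting BRCA1 expression via firefly luciferase. Compound treatment lasts 48 h at 37 °C in phenol-red free MEM. Activation is expressed relative to genistein at 10 microM and DMSO.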
# PTAP TSG101 blk – qHTS Assay for Iinhibitors of HIV-1 Budding by Blocking the Interaction of PTAP/TSG101; Fluorescence polarization, FITC-PTAP peptide / Tsg101 binding; 340,000 tested, under 10 active; Potency, µM (top dose mostly 115 µM), without a hit: at the highest dose activity change, negative = inhibition, usual class: inhibitors; active = well fitted inhibition curve with a large enough effect in the main read-out, with a control signal flat, not every such curve was filed as active; inconclusive = small, poorly fitted or top-dose-only effect, or effect the other way, or a change in a side signal; inactive = no such curve, though single readings can be large or run the other way; note: potency is the fitted concentration of half-maximal effect; % of control where 0% means no effect
#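 FP read-out: FITC-PTAP peptide, 50 nM final, binding Tsg101 binding domain, 10 uM final; 20 min, r.t.; 10 mM HEPES pH 7.5, 0.15 M NaCl, 0.01% Tween 20, 3 mM EDTA, 0.1 mM TCEP.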
# TRPV1 agonist – HTS Assay for Compounds that Act as Agonists of the Vanilloid Receptor 1; Transient receptor potential cation channel subfamily V member 1 (Homo sapiens), Q8NER1; TRPV1-expressing cells, Fluo-8 calcium influx, agonist mode; activation, % at 8.33 µM; 0.19% of 320,000 active; in the data active = activation above about 80%; inconclusive = between about 30% and that limit; note: 0% is about no effect
# Target sequence (Q8NER1 whole entry, looked up): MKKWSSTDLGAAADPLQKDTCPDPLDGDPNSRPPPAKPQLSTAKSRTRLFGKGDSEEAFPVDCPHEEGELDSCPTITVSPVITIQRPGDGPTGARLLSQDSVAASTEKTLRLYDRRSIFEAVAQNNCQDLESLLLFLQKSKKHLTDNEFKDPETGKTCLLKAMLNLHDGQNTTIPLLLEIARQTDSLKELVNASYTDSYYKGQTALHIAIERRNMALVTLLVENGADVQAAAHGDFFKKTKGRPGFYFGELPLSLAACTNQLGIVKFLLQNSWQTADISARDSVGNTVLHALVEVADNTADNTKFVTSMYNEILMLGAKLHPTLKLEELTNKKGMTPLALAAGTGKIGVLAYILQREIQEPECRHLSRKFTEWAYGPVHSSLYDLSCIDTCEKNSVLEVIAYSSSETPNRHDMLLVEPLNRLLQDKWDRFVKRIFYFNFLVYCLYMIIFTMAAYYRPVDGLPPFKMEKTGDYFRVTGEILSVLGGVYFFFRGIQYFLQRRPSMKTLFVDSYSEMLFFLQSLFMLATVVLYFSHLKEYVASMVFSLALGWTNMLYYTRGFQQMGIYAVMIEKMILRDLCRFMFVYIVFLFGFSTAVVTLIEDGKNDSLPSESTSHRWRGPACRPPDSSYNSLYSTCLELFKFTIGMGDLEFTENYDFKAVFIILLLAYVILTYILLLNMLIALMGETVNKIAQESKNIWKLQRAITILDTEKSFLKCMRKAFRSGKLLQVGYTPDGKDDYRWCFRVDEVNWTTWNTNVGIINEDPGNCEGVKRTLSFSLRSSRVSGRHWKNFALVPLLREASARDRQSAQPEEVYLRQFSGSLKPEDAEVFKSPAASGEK
#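 Fluo-8 calcium influx in TRPV1-expressing cells, kinetic read (ex 480/em 520 nm). Compound added and read 3 min for agonist activity, followed by capsaicin at EC20 final and 2 min further read for enhancement.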
# a7 integrin act – qHTS for Activators of Integrin-Mediated Alleviation for Muscular Dystrophy. alpha7betagal myoblasts, beta-gal FDG fluorescence, 48 h. Potency, µM (series often up to 38.3 µM), for the others: at the highest dose activation, most hits filed as activators. 0.064% of 350,000 active. AID 624291, 2012;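 note: potency is the fitted concentration of half-maximal effect; 100% = response of the positive control SU9516; nearly all actives have a fitted effect of over 60% in size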
#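 alpha7betagal+/- myoblasts (passage 13, 250/well) treated 48 h at 37C with compounds at 1:260 dilution of DMSO stock. Lysed, then beta-galactosidase activity read as FDG fluorescence (ex 480/em 540) after 30 min, with pre-read for autofluorescence.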
# Active calls of the source: *; ? = inconclusive; / = no result given; [ ] = dose if it differs, or a comment. Unless noted, calls come from the whole dose curve; as a rule, active = well fitted curve in the direction sought with a large enough effect; inconclusive = small, poorly fitted or top-dose-only effect, or another doubt; inactive = no such curve, though single readings can be large; an effect the other way counts as inactive or inconclusive.
cpd	compound	ELG1 genotox	p53 reactivator	USP2a inh	Eya2 inh	B2AR arrestin	S-ASM inh
1	Cc1ccsc1C(C(=O)NC(C)(C)C)N(Cc1ccco1)C(=O)c1csnn1 (stereo not given)	1%	0%	3%	0%	-0.3%	-2%
2	O=C(Nc1nnc(-c2ccccc2Cl)o1)c1ccco1	?	?	2%	-4%	-0.2%	-6%
3	COc1ccc(-c2cc(C(=O)N3CCCC(C(F)(F)F)C3)c3ccccc3n2)cc1OC (stereo not given)	-16%	-12%	0%	-24%	0.2%	90%[activator]
4	CC1CCN(CC(=O)Nc2ccc(S(=O)(=O)N3CCC(C)CC3)cc2)CC1	-3%	15%	3%	1%	-0.4%	6%
5	O=C(C1CCCCC1)N1CCC(CO)(Cc2ccccc2Cl)CC1	-7%	-2%	1%	-6%	-0.1%	2%
6	Cc1cc(CN(C)Cc2c(C(=O)N3CCCCCCC3)nc3ccc(Cl)cn23)n[nH]1	0%	2%	-1%	-15%	-0.2%	8%
7	COc1ccc(S(=O)(=O)N2CCC(C(=O)N3CCCCCC3)CC2)cc1	-1%	-2%	3%	-6%	-0.3%	-2%
8	Cc1cc(=O)oc2cc(NC(=O)c3ccccc3OC(F)F)ccc12	?	15%	-4%	-2%	0.2%	374%[activator]

cpd	uPA generation	BRCA1 expr act	PTAP TSG101 blk	TRPV1 agonist	a7 integrin act
1	2%	-30%	0%	1	-2%
2	/	37%	-1%	3	20%[7.66 µM]
3	2%	-18%	-3%	24	14%
4	-3%	-33%	2%	5	-23%
5	13%	-4%	-3%	17	4%
6	-4%	2%	0%	1	14%
7	5%	-15%	-1%	0	11%
8	/	11%	-2%	-2	-9%

# Following part
cpd	compound	ELG1 genotox	p53 reactivator	USP2a inh	Eya2 inh	B2AR arrestin	S-ASM inh
9	FC(F)(F)c1cc(C(F)(F)F)c2ccc(N/N=C/c3cccc(Cl)c3)nc2n1	0%	3%	-5%	10%	-1.1%	/
10	CCOc1ccc(NC(=O)C2CCC(C)(C(=O)O)C2(C)C)cc1 (stereo not given)	-1%	1%	-1%	-4%[15.4 µM]	0.1%	0%
11	CCCCn1nc2cc(C(=O)NCCCCc3ccccc3)ccc2c1OCC	-5%	1%	4%	11%	0.0%	11%
12	O=C(OCc1ccccc1)N1CCC2CC1c1cc(-c3ccc4c(c3)OCO4)ccc12 (stereo not given)	/	/	/	/	/	-5%
13	Cc1nc(N)sc1-c1csc(Nc2ncccn2)n1	23µM*	?	1%	-6%	-1.0%	4%
14	Cc1onc(-c2c(Cl)cccc2Cl)c1/C(N)=N/OC(=O)C1CC1	-1%	5%	-2%	11%	-0.7%	4%
15	Cc1c(C#N)c2ccccc2n1CC(=O)NCc1ccccc1	-2%	6%	4%	1%	0.1%	0%
16	Cc1ccc(OCC(=O)NCCNC(=O)c2cnccn2)cc1	2%	0%	3%	-19%	0.0%	22%

cpd	uPA generation	BRCA1 expr act	PTAP TSG101 blk	TRPV1 agonist	a7 integrin act
9	/	/	/	-2	/
10	-1%	-8%	1%	-5	5%
11	-6%	-33%	2%	3	-11%
12	-9%	-8%	-2%	/	-19%
13	-3%	?	-4%	4	-50%[inhibitor]
14	4%	-4%	-2%	2	16%
15	3%	-21%	-6%	4	-25%
16	3%	10%	2%	1	38%

# A different layout for part of the listing above:
# Values run as follows: ELG1 genotox	p53 reactivator	USP2a inh	Eya2 inh	B2AR arrestin	S-ASM inh	uPA generation	BRCA1 expr act	PTAP TSG101 blk	TRPV1 agonist	a7 integrin act
[2] O=C(Nc1nnc(-c2ccccc2Cl)o1)c1ccco1
 : ?	?	2%	-4%	-0.2%	-6%	/	37%	-1%	3	20%[7.66 µM]
[14] Cc1onc(-c2c(Cl)cccc2Cl)c1/C(N)=N/OC(=O)C1CC1
 : -1%	5%	-2%	11%	-0.7%	4%	4%	-4%	-2%	2	16%

# (continued)
cpd	compound	ELG1 genotox	p53 reactivator	USP2a inh	Eya2 inh	B2AR arrestin	S-ASM inh
17	Cc1ccc(NC(=O)CN(C)S(=O)(=O)c2ccc3c(c2)c(=O)n(C)c(=O)n3C)cc1	1%	1%	0%	-3%	0.3%	-8%
18	COc1ccccc1NC(=O)CCC(=O)N/N=C(/C)c1ccc(C)cc1	2%	2%	0%	-5%	-0.3%	3%
19	O=S(=O)(c1ccccc1)C1CON(Cc2ccccc2)C1c1ccccc1 (stereo not given)	-9%	-1%	3%	?	0.0%	-2%
20	CN(C)S(=O)(=O)N1CCC(Oc2ccc(C(=O)N3CCCCCCC3)cc2)CC1	7%	?	0%	3%	-0.3%	2%
21	C=C(C)CSc1nncn1/N=C/c1ccc(OC)cc1	?	?	-1%	-18%	-0.3%	0%
22	CCOC(=O)C1CCCN(C(=O)c2cccc(S(=O)(=O)N3CCOCC3)c2)C1 (stereo not given)	-1%	2%	5%	-17%	-0.9%	-3%
23	Cc1ccc2c(c1)N(Cc1ccc([N+](=O)[O-])cc1)C=NS2(=O)=O	-2%	-3%	0%	-23%	-1.1%	-2%
24	Cc1ccc(S(=O)(=O)NNc2ccccc2)cc1	3%	-3%	-1%	9%	0.1%	-1%

cpd	uPA generation	BRCA1 expr act	PTAP TSG101 blk	TRPV1 agonist	a7 integrin act
17	-2%	13%	-5%	-1	16%
18	6%	3%	-3%	4	-19%
19	1%	-11%	-4%	16	14%
20	1%	8%	-1%	8	-28%
21	/	7.9µM*	-13%	-4	20%
22	1%	-2%	-2%	0	?
23	-3%	-23%	-2%	0	-15%
24	/	-19%	-5%	1	12%

# Values in list order from above:
# PTAP TSG101 blk for entries 18–22, in order: -3%, -4%, -1%, -13%, -2%

# The list continues.
cpd	compound	ELG1 genotox	p53 reactivator	USP2a inh	Eya2 inh	B2AR arrestin	S-ASM inh
25	Cn1nnnc1SCC(=O)N1N=C(c2ccc(Cl)cc2)CC1c1ccco1 (stereo not given)	-1%	-7%	1%	0%	-0.1%	0%
26	Cc1[nH]c2ccc(Br)cc2c(=O)c1CN1CCCCCC1	0%	-8%	0%	-13%	3.8%	-3%
27	O=C(c1ncn(Cc2ccccc2)c1C(=O)N1CCc2ccccc2C1)N1CCc2ccccc2C1	-1%	11%	-1%	-17%	0.0%	-10%
28	COC(=O)[C@H](C)N1C/C=C\COc2c(Cl)cc(Cl)cc2S1(=O)=O	-1%	-7%	4%	0%	0.0%	4%
29	O=C(CCNC(=O)c1ccc(Cl)cc1)NCc1ccccc1Cl	0%	-2%	0%	-5%	0.0%	3%
30	FC(c1nc2ccccc2[nH]1)C(F)(F)F (stereo not given)	1%	2%	5%	-3%	0.5%	-2%
31	CCOC(=O)Cc1cc(=O)n2[nH]c(C)c(C#N)c2n1	0%	3%	0%	-9%	0.1%	1%
32	Cc1cc(Oc2nnnn2-c2ccccc2)ccc1Cl	?	10%	1%	1%	0.2%	-1%

cpd	uPA generation	BRCA1 expr act	PTAP TSG101 blk	TRPV1 agonist	a7 integrin act
25	-15%	-12%	-7%	/	-10%
26	-6%	12%	-3%	0	-3%
27	6%	0%	-4%	7	19%
28	-20%	8%	0%	/	23%
29	5%	-4%	0%	6	7%
30	-1%	-2%	-1%	1	4%
31	3%	-6%	-5%	3	2%
32	1%	0%	-5%	7	-4%[7.66 µM]

# Continued.
cpd	compound	ELG1 genotox	p53 reactivator	USP2a inh	Eya2 inh	B2AR arrestin	S-ASM inh
33	COC(=O)C1=C(C)N(C)C(=O)NC1c1ccc(O)c(OC)c1 (stereo not given)	4%	0%	0%	-1%	-0.7%	3%
34	O=C(Cn1ccccc1=O)c1cccs1	-1%	-8%	2%	8%[15.4 µM]	0.1%	3%
35	O=C1CCCN1CCCNS(=O)(=O)c1ccc(F)cc1F	0%	2%	1%	9%	-0.2%	5%
36	O=C(CC1(O)C(=O)Nc2ccccc21)c1cccnc1 (stereo not given)	2%	5%	2%	-8%	-0.2%	1%

cpd	uPA generation	BRCA1 expr act	PTAP TSG101 blk	TRPV1 agonist	a7 integrin act
33	14%	-2%	-2%	-2	4%
34	2%	7%	-3%	-2	17%
35	-2%	0%	-8%	-1	8%
36	-2%	-1%	-5%	-1	18%

# Outcome played no part in choosing rows; any-hit rate near 2.6%.
